p53null 39C tox: p53 null cell cytotoxicity, nonpermissive temperature; Potency, µM (doses to about 46.1 µM), without a hit: top-dose activity, negative = cell killing, most hits filed as cytotoxic; 55,000 compounds, 0.97% hits; H1299 p53-null (neo) cells, 39C, ATPlite viability, 24 h;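 also: potency is read from the fitted curve at half-maximal effect; 0% = DMSO only and -100% = full killing by 100 µM tamoxifen; nearly all actives have a fitted effect of over 50% in size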
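Temperature-shift cytotoxicity format: compound titrations on p53-null or A138V-expressing H1299 cells held 24 hr at 39C, cell ATP then measured, AC50 from Hill model.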
FH mod: Identification of activators of human fumarate hydratase by quantitative high-throughput screening | 54,000 compounds, 0.22% hits | AID 1347055, 2019 | Potency, µM (series often up to 79.9 µM), inactives show at the top dose activity change, negative = inhibition, hits mostly inhibitors | Fumarate hydratase, mitochondrial (Homo sapiens), P07954 | FH coupled MDH/diaphorase resazurin fluorescence, 15 min; also: potency is read from the fitted curve at half-maximal effect; % is scaled to controls: 0 for no effect and ±100 for the full control effect; the screen sought activators but most active calls are inhibition curves; nearly all actives have a fitted effect of over 45% in size
NTMT1 inh: inhibitors of human N-terminal methyltransferase NTMT1; NTMT1 MTase-Glo SAH luminescence, purified enzyme; AID 1645870; Q9BV86; Potency, µM (titrated, usually from 114 µM), without a hit: top-dose activity change, negative = inhibition, most hits filed as inhibitors; 59,000 compounds, 2.5% hits;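 also: potency is read from the fitted curve at half-maximal effect; plate controls were DMSO vehicle for no effect and no enzyme for full effect; nearly all actives have a fitted effect of over 65% in size; many of its hits are not listed in these tables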
B2AR arrestin ag: agonists recruiting beta-arrestin to human beta2-adrenergic receptor | P07550 | HTLA Tango cells, beta-arrestin recruitment, luciferase luminescence, 18 h | Potency, µM (highest dose often 46.1 µM), for the others: top-dose activation, hits mostly activators | 44,000 tested, under 10 active | AID 1347077;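 also: potency is read from the fitted curve at half-maximal effect; 0% = DMSO and full agonism = EC100 isoproterenol or metaproterenol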
Target sequence (P07550 whole entry, looked up): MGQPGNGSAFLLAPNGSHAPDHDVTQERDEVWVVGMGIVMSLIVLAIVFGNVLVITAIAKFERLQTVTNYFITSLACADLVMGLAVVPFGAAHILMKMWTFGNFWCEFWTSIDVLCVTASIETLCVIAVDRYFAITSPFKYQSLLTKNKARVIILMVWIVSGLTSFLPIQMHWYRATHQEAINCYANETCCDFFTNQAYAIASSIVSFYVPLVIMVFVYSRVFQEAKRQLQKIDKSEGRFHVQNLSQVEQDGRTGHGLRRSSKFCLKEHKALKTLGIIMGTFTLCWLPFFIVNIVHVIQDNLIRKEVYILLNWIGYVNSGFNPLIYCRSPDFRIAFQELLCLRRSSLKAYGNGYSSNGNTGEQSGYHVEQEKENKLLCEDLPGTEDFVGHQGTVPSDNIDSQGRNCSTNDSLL
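Tango cells (recombinant beta2-AR, beta-arrestin, tTA-driven luciferase), 1500/well in DMEM 1% FBS, treated 18 h at 37 °C with compounds up to 46 µM; luciferin mix added, luminescence read after 15 min; %activity curves fitted and curve-classed.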
p53null 32C tox: kills p53 null cells at the permissive temperature. Potency, µM (doses to about 46.1 µM), for the others: at the top dose activity change, negative = cytotoxicity, actives largely listed as cytotoxic. 55,000 compounds, 0.62% hits. AID 903. H1299-neo p53 null cells, ATP luminescence, 24 h, 32C;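 also: potency is read from the fitted curve at half-maximal effect; 0% = DMSO only and -100% = full killing by 100 µM tamoxifen; nearly all actives have a fitted effect of over 55% in size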
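AC50 values derive from Hill modelling of qHTS concentration-response data (up to 46 uM) in H1299-neo cells. Cells were treated 24 h at 32C following overnight attachment at 37C; viability was read as cellular ATP.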
GALK inh: inhibits human galactokinase; Potency, µM (titrated, usually from 57.5 µM), without a hit: at the highest dose activity, negative = inhibition, hits mostly inhibitors; recombinant GALK, Kinase-Glo ATP luminescence, 1 h; 44,000 tested, under 10 active;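 also: plate controls were full GALK reaction for no effect and reaction lacking GALK for full effect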
Target sequence (P51570 whole entry, looked up): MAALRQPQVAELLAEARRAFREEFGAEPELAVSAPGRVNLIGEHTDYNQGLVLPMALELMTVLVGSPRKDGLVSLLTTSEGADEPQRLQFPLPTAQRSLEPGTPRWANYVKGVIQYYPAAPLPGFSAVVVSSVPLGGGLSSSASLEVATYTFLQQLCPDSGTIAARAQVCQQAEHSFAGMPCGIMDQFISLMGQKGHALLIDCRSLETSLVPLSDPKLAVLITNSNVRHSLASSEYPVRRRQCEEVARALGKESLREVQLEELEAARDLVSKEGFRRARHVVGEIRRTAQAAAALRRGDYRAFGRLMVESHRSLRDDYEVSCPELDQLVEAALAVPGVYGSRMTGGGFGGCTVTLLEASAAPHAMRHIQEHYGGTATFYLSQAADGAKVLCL
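Compounds were pinned into ATP buffer, then GALK-galactose mix was added (final 5 nM enzyme, 35 uM ATP, 100 uM galactose, pH 8.0). After 1 h at room temperature, Kinase-Glo Plus was added and luminescence read.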
PTAP-TSG101 blk: TSG101-PTAP interaction inhibition, HIV-1 budding; 44,000 tested, under 10 active; Fluorescence polarization, FITC-PTAP peptide/Tsg101, 20 min; Q99816; Potency, µM (top dose mostly 115 µM), without a hit: top-dose activity change, negative = inhibition, most hits filed as inhibitors; also: potency is read from the fitted curve at half-maximal effect; 0% is about no effect
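qHTS FP binding, 20 min r.t.: 10 uM Tsg101 domain + 50 nM FITC-PTAP peptide, pH 7.5 HEPES buffer with TCEP and EDTA.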
Starred values were filed as active, the others as inactive; ? = inconclusive; . = not tested or not shown. Calls follow the shape of the dose curve; as a rule, active = well fitted curve in the direction sought with a large enough effect; inconclusive = small, poorly fitted or top-dose-only effect, or another doubt; inactive = no such curve, though single readings can be large; an effect the other way counts as inactive or inconclusive.

Letters – A = p53null 39C tox; B = FH mod; C = NTMT1 inh; D = B2AR arrestin ag; E = p53null 32C tox; F = GALK inh; G = PTAP-TSG101 blk
COc1cc(C(=O)NCC(c2cccs2)S(=O)(=O)c2cccs2)cc(OC)c1OC (stereo unspecified)
  A: ?; B: -3%; C: 9%; D: -3%; E: 5%; F: -1%; G: 0%

CCCCN(CC)CCCNC(=O)Nc1sc2nc3n(c(=O)c2c1C)CCC(C)CC3 (stereo unspecified)
  A: 15%; B: .; C: .; D: 0%; E: 13%; F: 5%; G: 3%

COc1cc(C2CC(=O)c3c([nH]c(C(=O)OCC4CCCCC4)c3C)C2)cc(OC)c1OC (stereo unspecified)
  A: -28%; B: -1%; C: -24%; D: 1%; E: -14%; F: 8%; G: 4%

COC(=O)c1ccc(NC(=O)CC2C(=O)N(c3ccccc3)C(=O)N2Cc2ccc(F)cc2)cc1 (stereo unspecified)
  A: 9%; B: .; C: .; D: 0%; E: 2%; F: 0%; G: -2%

O=C(CCNS(=O)(=O)c1ccc2c(c1)CCN2C(=O)C1CC1)N1CCN(c2cccc(C(F)(F)F)c2)CC1
  A: 3%; B: -7%; C: 4%; D: -1%; E: 14%; F: -6%; G: 0%

CSc1ccc(CCNC(=O)CCc2c(C)nc3c4cccnc4nn3c2C)cc1
  A: -12%; B: -9%; C: 4%; D: 0%; E: -1%; F: 2%; G: -2%

Cc1cccc(Cn2c(SCc3ccc(C(=O)NCc4ccccc4F)cc3)nc3ccncc32)c1
  A: -10%; B: -15%; C: 9%; D: 1%; E: 20%; F: 10%; G: 8%

CC1=C(C(=O)OCC2CCCCC2)C(c2ccc(F)cc2F)CC(=O)N1 (stereo unspecified)
  A: 1%; B: -2%; C: -3%; D: 0%; E: -6%; F: 1%; G: -1%

COc1ccc(-c2cc(C(=O)NCc3ccc(F)cc3)no2)cc1
  A: -25%; B: .; C: .; D: -2%; E: -4%; F: 6%; G: -1%

COc1cc2c(cc1OC)n(Cc1ccc([N+](=O)[O-])cc1)c(=O)n1nc(-c3ccccc3)nc21
  A: 0%; B: -13%; C: 6%; D: -3%; E: -11%; F: -2%; G: 0%

Some entries already given with just B2AR arrestin ag, FH mod and NTMT1 inh.
structure	B2AR arrestin ag	FH mod	NTMT1 inh
CC1=C(C(=O)OCC2CCCCC2)C(c2ccc(F)cc2F)CC(=O)N1 (stereo unspecified)	0%	-2%	-3%
COc1ccc(-c2cc(C(=O)NCc3ccc(F)cc3)no2)cc1	-2%	.	.

Further results follow.
Letters – A = p53null 39C tox; B = FH mod; C = NTMT1 inh; D = B2AR arrestin ag; E = p53null 32C tox; F = GALK inh; G = PTAP-TSG101 blk
O=C(NCc1ccccc1Cl)c1cnc2sc(N3CCCCC3)nn2c1=O
  A: 8%; B: .; C: .; D: -1%; E: -6%; F: -10%; G: 2%

CCCCN(C)CCCNC(=O)c1cc(-c2cccnc2)nc2ccccc12
  A: 23%; B: 19%; C: -12%; D: 1%; E: -2%; F: -1%; G: 2%

COc1ccc(CNC(=O)Cn2c(=O)oc3cc(S(=O)(=O)N4CCC(C)CC4)ccc32)cc1
  A: -11%; B: -5%; C: 6%; D: 1%; E: -1%; F: -2%; G: 2%

Cc1ccccc1C(=O)N1CCC(C(=O)Nc2ccc(F)cc2F)CC1
  A: 45%; B: ?; C: 1%; D: 0%; E: -1%; F: 1%; G: 0%

COc1cc(C(=O)NCCc2sc(-c3cccc(F)c3)nc2C)cc(OC)c1OC
  A: 7%; B: 3%; C: -11%; D: 0%; E: 0%; F: -4%; G: -6%

CCC12CN3CC(CC)(CN(C1)C3c1ccc(OCc3ccccc3)cc1)C2=O (stereo unspecified)
  A: -21%; B: -4%; C: 17%; D: -1%; E: 4%; F: -4%; G: -1%

CCC1(C)CC(=O)c2c(ccc3oc(C(=O)NCc4ccccc4)c(C)c23)O1 (stereo unspecified)
  A: 12%; B: -39%; C: 1%; D: -1%; E: 9%; F: 3%; G: 0%

CCOC(=O)c1cnc2ccc(OCC)cc2c1Nc1ccc(OCc2ccccc2Cl)cc1
  A: 18%; B: -15%; C: 7%; D: 0%; E: 24%; F: -18%; G: 2%

Cc1c(CCC(=O)NCCc2ccc(Cl)cc2)c(=O)oc2c(C)c(O)ccc12
  A: -17%; B: .; C: .; D: 0%; E: -4%; F: -1%; G: -3%

Cc1nn(-c2ccccc2)c(OC(=O)c2cccc(Br)c2)c1S(=O)(=O)c1ccccc1
  A: -7%; B: -22%; C: 19%; D: -2%; E: 2%; F: 3%; G: -1%

CCN1CCN(C(c2ccccc2Cl)c2c(O)cc(C)n(Cc3ccco3)c2=O)CC1 (stereo unspecified)
  A: -7%; B: -15%; C: -13%; D: 0%; E: -3%; F: 1%; G: -6%

CCN(CC)c1ccc(CNCCCSc2nnnn2C)cc1
  A: 5%; B: -7%; C: ?; D: -4%; E: -9%; F: -8%; G: -1%

COc1ccc(CCN2C(=O)CN(C3CCCCCC3)C(=O)C2c2ccc(Cl)cc2)cc1OC (stereo unspecified)
  A: 2%; B: .; C: .; D: -1%; E: -7%; F: -2%; G: -3%

Cn1c(=O)c2sccc2n2c(CCC(=O)N3CCN(c4ccc(F)cc4)CC3)nnc12
  A: 21%; B: .; C: .; D: 1%; E: 5%; F: -1%; G: -4%

Cc1ccccc1CCNC(=O)c1cc2ccccn2n1
  A: 10µM*; B: .; C: .; D: -1%; E: ?; F: 1%; G: -7%

COc1ccc(-c2onc(C)c2C)cc1S(=O)(=O)N(C)Cc1ccccc1
  A: 24%; B: -15%; C: -1%; D: 1%; E: 14%; F: 0%; G: -6%

Cc1ccc(-n2nc3c(N4CCC(C(=O)NCCc5ccccc5C)CC4)nnc(C)c3c2C)cc1
  A: -8%; B: 2%; C: -18%; D: 0%; E: -1%; F: 1%; G: -1%

O=S(=O)(Nc1ccccc1C(F)(F)F)c1ccc(N2CCCCS2(=O)=O)cc1
  A: 1%; B: -11%; C: 21%; D: -1%; E: -4%; F: 3%; G: 8%

Shown with tabs: entries from further up
SMILES	p53null 39C tox	FH mod	NTMT1 inh	B2AR arrestin ag	p53null 32C tox	GALK inh	PTAP-TSG101 blk
COc1ccc(CCN2C(=O)CN(C3CCCCCC3)C(=O)C2c2ccc(Cl)cc2)cc1OC (stereo unspecified)	2%	.	.	-1%	-7%	-2%	-3%
Cn1c(=O)c2sccc2n2c(CCC(=O)N3CCN(c4ccc(F)cc4)CC3)nnc12	21%	.	.	1%	5%	-1%	-4%
Cc1ccccc1CCNC(=O)c1cc2ccccn2n1	10µM*	.	.	-1%	?	1%	-7%
COc1ccc(-c2onc(C)c2C)cc1S(=O)(=O)N(C)Cc1ccccc1	24%	-15%	-1%	1%	14%	0%	-6%
Cc1ccc(-n2nc3c(N4CCC(C(=O)NCCc5ccccc5C)CC4)nnc(C)c3c2C)cc1	-8%	2%	-18%	0%	-1%	1%	-1%
O=S(=O)(Nc1ccccc1C(F)(F)F)c1ccc(N2CCCCS2(=O)=O)cc1	1%	-11%	21%	-1%	-4%	3%	8%

From PubChem BioAssay

These rows are one share of the data. The share of hits here may be higher or lower than overall.
